Screening results: PubChem BioAssay, Sanford-Burnham Center for Chemical Genomics
H9c2 TAG inh: inhibitors of triacylglycerol accumulation, primary screen, cell-based, uHTS, fluorescence, H9c2; H9c2 cells, Nile Red lipid (TAG) fluorescence; cells loaded with 200 µM oleic acid; inhibition, % at 12.5 µM; hit rate 0.66% among 230,000;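 active = pattern-corrected inhibition of lipid staining of at least 50% with the nuclear-stain viability signal not falling by more than 50%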;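 note: 0% = DMSO wells and 100% = triacsin C control wells; some results filed as inactive read as strong as hits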
H9c2 TAG inh DAPI viability: recorded beside H9c2 TAG inh, whose call it bears; DAPI nuclei signal change (viability), lower = more cytotoxic, %;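 whole-well DAPI fluorescence read on a plate reader as a viability signal; minus 50 percent equals half of cells still viable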
* hit, by the source's call; i = inactive; & = joins results of further samples.

Values run as follows: H9c2 TAG inh	H9c2 TAG inh DAPI viability
O=c1cc(CO)oc(C(Nc2ccccn2)c2cccc(F)c2)c1O (configuration not stated)
→ 8	4
C[C@@H]1CCCCO[C@H](CN(C)S(=O)(=O)c2cn(C)cn2)[C@@H](C)CN([C@H](C)CO)C(=O)c2cc(NC(=O)c3ccncc3)ccc2O1
→ -19	10
CC1CCN(C(=O)COC(=O)CNC(=O)C23CC4CC(CC(C4)C2)C3)CC1
→ 4	-2
C[C@@H]1ON(C)[C@H]2C[C@H]3c4[nH]c5ccc(-c6ccc7c(c6)OCO7)cc5c4CCN3C(=O)[C@@H]12
→ 13	3
O=C(CCc1nc2ccccc2c(=O)[nH]1)N1CCN(S(=O)(=O)c2ccccc2Br)CC1
→ 9	3
CCc1nc2oc3cc(OC)ccc3c(=O)c2c(=O)n1Cc1ccco1
→ 10	-1
Cn1nc(C(C)(C)C)cc1C(=O)N1CCCCC1c1cc(C(=O)Nc2ccccc2Cl)no1 (configuration not stated)
→ -7	19
COCCNC(=S)N(CCc1c(C)[nH]c2ccccc12)Cc1ccco1
→ 0	5
COCCn1c(SCC(=O)N2CCCc3ccccc32)nnc1-c1ccoc1C
→ -6	2
Cc1ccccc1C(=O)NC1CCN(Cc2nnnn2CCc2ccccc2)CC1
→ -23	6
CCn1ncc(Br)c1C(=O)NC1CCCCCCC1
→ -5	0
O=C(NCc1cccnc1)c1ccc(Cl)c(S(=O)(=O)Nc2ccccc2C(=O)NCc2cccnc2)c1
→ 1	-15
O=C(C[n+]1ccc(Cc2ccccc2)cc1)Nc1ccccc1
→ 9	-9
C[C@@H]1CN([C@H](C)CO)C(=O)CCCn2cc(nn2)CO[C@H]1CN(C)C(=O)C1CC1
→ -1	17
CCOC(=O)/C(C(N)=NC)=C(\O)c1ccccc1
→ -5	12
COc1cccc2cc(C(C)N(CCCN3CCOCC3)C(=S)Nc3ccc(C)c(C)c3)oc12 (configuration not stated)
→ 11	-14
CCOC(=O)C1C(=O)CC(=O)C(C(=O)OCC)C1c1ccc(O)cc1 (configuration not stated)
→ -1	4
COc1ccc(OC)c(C2=NOC(C(=O)Nc3cc(C)nn3-c3ccccc3)C2)c1 (configuration not stated)
→ 9	-4
O=C(Nc1ccc2c(c1)OCO2)C(c1ccccc1)N1CCCCC1 (configuration not stated)
→ -54	8
C[C@H]1CN([C@@H](C)CO)C(=O)CCCn2nncc2CO[C@H]1CN(C)S(=O)(=O)c1ccc(C#N)cc1
→ -1	-2

Compound profiles, from the list above. Order of values: H9c2 TAG inh | H9c2 TAG inh DAPI viability
Shown for O=C(C[n+]1ccc(Cc2ccccc2)cc1)Nc1ccccc1 = 9 | -9
Shown for C[C@H]1CN([C@@H](C)CO)C(=O)CCCn2nncc2CO[C@H]1CN(C)S(=O)(=O)c1ccc(C#N)cc1 = -1 | -2

Carrying on.
Values run as follows: H9c2 TAG inh	H9c2 TAG inh DAPI viability
CN(C)C(=O)c1cccn1-c1ncc(C(F)(F)F)cc1Cl
→ -13	-2
O=C(Nc1nnc(S(=O)(=O)N2CCOCC2)s1)c1cccc(F)c1
→ 7	-9
COc1cccc2cc(C(=O)C3=C(O)C(=O)N(CCN4CCOCC4)C3c3cccc(Cl)c3)oc12 (configuration not stated)
→ -18	2
CC(=O)N1CCc2cc(S(=O)(=O)NCCC(=O)N3CCc4ccccc4C3)ccc21
→ 17	1
Cc1ccc(S(=O)(=O)N2CCC(C(=O)OCC(=O)N(CC(C)C)C3CCS(=O)(=O)C3)CC2)cc1C (configuration not stated)
→ 9	-3
Cc1cccc(-n2c(Cc3cc(=O)[nH]c(=O)[nH]3)nnc2SCC(=O)N2CCc3ccccc32)c1
→ -12	3
CCCCCn1c(SCC(=O)CC(=O)OCC)nc2cc(C(=O)N3CCC(C(N)=O)CC3)ccc2c1=O
→ 0	9
O=C(O)c1cccnc1SC1CC(=O)N(Cc2ccccc2)C1=O (configuration not stated)
→ 4	-2
OCCC1CN(Cc2cccn2-c2nccs2)CCN1CCc1ccccc1 (configuration not stated)
→ -3	-3
Cc1ccc(C(=O)CSc2nnc(-c3ccccc3N)n2C)cc1
→ -7	-7
COc1ccc(/C=N/N=C2\CC3CCC2(C)C3(C)C)cc1O (configuration not stated)
→ 12	-6
Oc1c(Br)cc(Br)cc1CNc1ccccn1
→ 1	0
N/C(=N\OC(=O)c1cccs1)C1(c2ccc(Cl)cc2Cl)CC1
→ -5	1
COc1cnn(-c2cc(Oc3ccc(C)cc3)ncn2)c(=O)c1Cl
→ -14	9
CC1(c2ccc(C#N)cc2)NC(=O)N(CC(=O)Nc2cc(S(=O)(=O)N3CCOCC3)ccc2Cl)C1=O (configuration not stated)
→ -5	-3
COCCCN=C1NN=C(c2cc(C)n(Cc3ccco3)c2C)CS1
→ 38	-9
O=C(CSc1nccc(=O)[nH]1)NC1CCCc2ccccc21 (configuration not stated)
→ 10	-8
Cc1ccc(NC(=O)NNS(=O)(=O)c2ccc(Br)cc2)cc1
→ 13	3
O=S(=O)(c1ccc2c(c1)OCCO2)N1CCN(S(=O)(=O)c2c(F)cc(F)cc2F)CC1
→ -11	-4
COc1ccccc1NC(=O)c1ccc(-c2ccccc2[N+](=O)[O-])o1
→ -15	18
Cc1ccn(C(=O)c2cc3c(C)nn(-c4ccccc4)c3s2)n1
→ 3	8
CCCn1c(SCC(=O)NCc2ccc3c(c2)OCO3)n[nH]c1=O
→ -15	-1
O=C(CC1C[C@H](C(=O)N2CCOCC2)[C@@]2(CCC3CCCC3)c3[nH]c4ccccc4c3CCN2C1=O)NCC12CC3CC(CC(C3)C1)C2 (some centres not stated)
→ 61*	-16*
COc1cc(C(=O)OCC(=O)Nc2cc(S(=O)(=O)N3CCOCC3)ccc2C)ccc1OCC(C)C
→ -7	1
Cc1ccc(NC(=S)N2CCN(S(=O)(=O)c3ccc(C)cc3)CC2)cc1
→ -2	7
Cc1ccc(C)c(NC(=O)CN(C)C(=O)c2cccc(S(=O)(=O)N3CCCC3)c2)c1
→ 10	-1
COc1ccccc1C(=O)Nc1nnc(SCC(=O)NCc2ccco2)s1
→ 13	3
COc1ccc(CSc2nc(C)[nH]c2[N+](=O)[O-])cc1[N+](=O)[O-]
→ 6	-2
Cc1cc(C(=O)NNC(=O)c2sccc2C)c(C)o1
→ -7	4
O=C(NC(=S)Nc1cccc(O)c1)c1cncc(Br)c1
→ 5	0
O=C(NCC(=O)N1CCN(c2ccccc2O)CC1)c1ccc2ccccc2c1
→ 21	1
CC(C)CCN1C(=O)c2ccccc2C1C(=O)NCc1cccnc1 (configuration not stated)
→ 2	0
CCC(=O)NC(=S)Nc1ccccc1C(F)(F)F
→ -6	0
CC1CN(S(=O)(=O)c2ccc(C(=O)Nc3nccs3)cc2)CC(C)O1 (configuration not stated)
→ 5	-2
Nc1nnc(-c2cccc(F)c2)s1
→ -6	6
CC1CCN(C(=O)CN(Cc2ccc(Cl)cc2)S(C)(=O)=O)CC1
→ -17	1
Cc1cc(C)c(S(=O)(=O)c2ccccc2)c(N2CCOCC2)n1
→ 7	-3
CCOC(=O)c1c(-c2ccc(Cl)cc2)c(C#N)c(=O)n(N)c1N
→ -7	13
COc1ccc(Sc2ccc(NC(=O)c3cccc(Cl)c3)cc2C#N)cc1
→ 8	2
COc1ccccc1CNC(=O)C1CSC2(C)CCC(=O)N12 (configuration not stated)
→ -7	3
CSc1cccc(CNC(=O)C2CCC(=O)N(CCc3ccccn3)C2)c1 (configuration not stated)
→ 0	0
O=C(Nc1ccc2[nH]c(=O)[nH]c2c1)c1cccc([N+](=O)[O-])c1
→ 5	1
COc1ccc(-c2ccc(Nc3ccc(C(=O)N4CCOCC4)cc3)nn2)cc1OC
→ 16	-3
O=C1C2C3C=CC(C4CC34)C2C(=O)N1/N=C/c1c[nH]c2ccccc12 (configuration not stated)
→ 7	-2
COc1ccc(/C=C/C(=O)NCCN=C2NS(=O)(=O)c3ccccc32)cc1
→ 5	-5
O=C(C1=C[C@@H](C2CCCCC2)C[C@@H](OCCCCO)O1)N1CCN(Cc2ccc3c(c2)OCO3)CC1
→ -35	4
Cc1ccc(-n2c(C)cc(C)c(C#N)c2=O)cc1
→ -22	6
COc1ccc2oc(C(=O)NCCc3ccccc3)c(C)c2c1
→ -2	2
O=C(CS(=O)(=O)c1c[nH]c2ccccc12)N1CCCCC1
→ 3	1
NC(COCc1ccccc1)c1csc(Nc2ccc(C(=O)NCCO)cc2)n1 (configuration not stated)
→ 146	-132

More entries follow:
Values run as follows: H9c2 TAG inh	H9c2 TAG inh DAPI viability
Cc1cccnc1NC(=O)CCNC(=O)c1ccc(Br)cc1
→ 14	-2
O=C(CN1CCN(C(=O)c2ccco2)CC1)Nc1cc(Cl)ccc1Cl
→ -21	21
CN(C)c1ccc(NC(=O)CN2CCC(O)(c3ccccc3)CC2)cc1
→ -8	-1
Cc1ccc2c(c1)[C@H]1[C@H](CO2)[C@H](c2ccccc2)[C@]2(C)C(=O)N(Cc3ccc(F)cc3)CC(=O)N12
→ -16	9
CCN(CC)CC(=O)Nc1ccc(-c2nc3cc(NC(=O)CN(CC)CC)ccc3o2)cc1
→ 48	i
CN(C)CCCNC(=O)C[C@H]1C[C@H](C(=O)N2CCOCC2)[C@@]2(C)c3[nH]c4cc(-c5ccco5)ccc4c3CCN2C1=O
→ 14	-7
O=[N+]([O-])c1ccc(N2CCCCCC2)c([N+](=O)[O-])c1
→ 26	-10
O=C1c2[nH]nc(-c3ccccc3O)c2C(c2ccccc2F)N1Cc1ccco1 (configuration not stated)
→ -19	8
O=[N+]([O-])c1[nH]cnc1/C=C/c1ccccc1
→ -3	-3
COc1ccc(-c2cn3cccnc3n2)cc1
→ -8	82
CC(=O)N(C1=C(N2CCOCC2)C(=O)c2ccccc2C1=O)c1ccc(C(=O)O)cc1
→ -1	-1
COc1ccc2c(C)nc(N/C(N)=N/S(=O)(=O)c3ccc(C)cc3)nc2c1
→ -8	0
CC(=O)OC1CCC2(C)C3CCC4(C)C(C(C)=O)CCC4C3CC3OC32C1 (configuration not stated)
→ 8	-11
CCCn1c(N)c(N2CCCCC2)c(=O)n(CC(=O)Nc2cccc(S(=O)(=O)N(C)C)c2)c1=O
→ 13	-5
CN1C[C@H](C(=O)N[C@]2(C)O[C@@]3(O)[C@@H]4CCCN4C(=O)[C@H](Cc4ccccc4)N3C2=O)CC2c3cccc4[nH]cc(c34)C[C@H]21 (some centres not stated)
→ 12&6	14&6
O=c1[nH]n(CCO)c(=O)c2cccnc12
→ 2	6
O=C(c1cc2ccccc2o1)N1CCN(S(=O)(=O)c2ccccc2)CC1
→ 3	5
Cc1cccc(C(=O)n2c(=S)nc3ccccn32)c1
→ 0	1
O=C1CCN(CCc2ccccc2)CCN1[C@H](CSc1ccc(Br)cc1)Cc1ccccc1
→ -31	14
N/C(=N\S(=O)(=O)c1cc(C(F)(F)F)cc(C(F)(F)F)c1)c1ccncc1
→ -4	-2
CCOC(=O)C1(CCOc2ccccc2)CCN(Cc2ccc(C(=O)OC)cc2)CC1
→ -14	7
CN(C)CCOC(=O)CCc1ccccc1
→ 0	10
O=C(NCc1cccnc1)[C@@H]1CC=C[C@@H]2CCN(Cc3ccccc3)C(=O)[C@@H]21
→ -8	-2
COc1ccc2c(c1)cc(C)c1nnc(SCC(=O)N(C)c3nc(-c4ccccc4)cs3)n12
→ 22	0
CCCCNC(=O)CN1C(=O)c2cccc(N)c2C1=O
→ 0	2
CC(C)n1c(SCC(=O)Nc2nncs2)nnc1C1CC1
→ -12	-2
COc1ccc(C(=O)/C=C/c2ccccc2F)c(OC(=O)c2ccc([N+](=O)[O-])cc2)c1
→ -4	12
Cn1c(-c2ncc(F)cc2F)cc2onc(-c3c(F)cccc3Cl)c2c1=O
→ 15	-4
O=C(CC1SC(N2CCCC2)=NC1=O)Nc1ccc(C(=O)NCc2ccccc2F)cc1 (configuration not stated)
→ -3	14
C=CCNC(=O)/C(=C\c1ccc([N+](=O)[O-])cc1)NC(C)=O
→ -6	3
CC(C)C(=O)Nc1cccc(C(=O)Nc2nncs2)c1
→ -20	17
Cc1ccc(Oc2nccc(-c3ccc(Cl)cc3)n2)cc1
→ -4	-9
CC(=O)Nc1cccc(-c2ccnc3c2CC(C(=O)Nc2ccc(F)c(Cl)c2)O3)c1 (configuration not stated)
→ 3	-5
O=C(Nc1nccs1)c1ccc([N+](=O)[O-])cc1
→ 2	7
S=C1NC2(CCCCCC2)N=C1c1ccccc1
→ 0	4
Cc1cc(=O)[nH]c(N/N=C/c2cn(CCC#N)nc2-c2ccccc2)n1
→ 18	-13
O=C(COc1ccccc1[N+](=O)[O-])N(C1CCCCC1)C1CCS(=O)(=O)C1 (configuration not stated)
→ 9	-3
CC(=O)c1cc2c(cc1NC(=O)CCCC(=O)O)OCO2
→ 19	-12
CCOc1ccc(NC(=O)CN(C)C(=O)C2CC(=O)N(c3ccc4c(c3)OCCO4)C2)cc1OCC (configuration not stated)
→ -19	-6
Cc1ccc(N=c2c([N+](=O)[O-])nn(-c3ccc4c(c3)OCCO4)n2O)cc1F
→ 2	2
O=C(Nc1cccc(NC(=O)c2ccco2)c1)c1ccc([N+](=O)[O-])cc1
→ 12	-4
O=C(COc1ccc(Cl)cc1)Nc1cccc(-c2ccc3nncn3n2)c1
→ 12	3
CCOC(=O)Cc1nnc(NC(=O)C23CC4CC(CC(C4)C2)C3)s1
→ -14	16
CC(=O)CC1=NC(C)(C)Cc2ccccc21
→ 9	-15

Part of the list above, as tab-separated lines.
smiles	H9c2 TAG inh	H9c2 TAG inh DAPI viability
CCOC(=O)Cc1nnc(NC(=O)C23CC4CC(CC(C4)C2)C3)s1	-14	16
O=C(COc1ccc(Cl)cc1)Nc1cccc(-c2ccc3nncn3n2)c1	12	3
O=C(Nc1cccc(NC(=O)c2ccco2)c1)c1ccc([N+](=O)[O-])cc1	12	-4

Some of the compounds tested. The share of hits here may be higher or lower than overall.
